Assay outcomes (PubChem BioAssay)
FUS yeast rescue: rescues growth of FUS-expressing yeast. S. cerevisiae FUS-expressing, growth rescue, OD600, 24 h. Potency, µM (top dose mostly 76.6 µM), for inactives: at the highest dose growth rescue (activation), usual class: activators. 0.24% of 390,000 active. AID 1347120;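 note: potency is the fitted concentration of half-maximal effect; plate controls were DMSO vehicle for no effect and reference control for full effect; nearly all actives have a fitted effect of over 55% in size; some results filed as inactive show a strong effect at the top dose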
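Compound concentration series was pinned onto galactose-induced FUS-expressing yeast seeded at OD 0.005. Plates sat 24hr at 30C; absorbance at 600 nm gave growth. DMSO served as background control.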
aSyn rescue: inhibitors of alpha-synuclein toxicity in yeast. Yeast expressing alpha-synuclein, growth rescue, BacTiter-Glo, 24 h. Potency, µM (doses to about 46.1 µM), for the others: at the highest dose growth rescue (activation), hits mostly activators. 0.14% of 370,000 active; note: potency is the fitted concentration of half-maximal effect; % of control where 0% means no effect; nearly all actives have a fitted effect of over 65% in size
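Screening used galactose-induced yeast with toxic alpha-synuclein levels, exposed to compound for 24 hr at 30 deg C. Cell growth, read with BacTiter-Glo luminescence, gave the measured signal.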
HEK293 tox: cytotoxicity in counter-screen for GLP-1R inverse agonists; 0.13% of 410,000 active; HEK293 cAMP-luciferase reporter cells, luminescence, 24 h; Potency, µM (series often up to 38.3 µM), for the others: top-dose activity change, negative = inhibition, hits mostly inhibitors;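 note: loss of luciferase light is scored as toxicity; potency is the fitted concentration of half-maximal effect; % is set by controls: 0 for no effect and ±100 for the full control effect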
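Here, cytotoxicity is scored as loss of luminescence. The MLSMR collection was tested on cells seeded in medium containing 10% Nu serum, with a 24 hr compound exposure preceded by 12 hours of culture.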
GLP-1R inv ag: GLP-1 receptor (human) inverse agonism. P43220. 1.6% of 410,000 active. Potency, µM (doses to about 38.3 µM), for the others: at the top dose activity change, negative = inhibition, actives largely listed as inhibitors. HEK293 GLP-1R CRE-luciferase, luminescence, 24 h; GLP-1R form is constitutively active; note: potency is the fitted concentration of half-maximal effect; % is set by controls: 0 for no effect and ±100 for the full control effect; nearly all actives have a fitted effect of over 55% in size
Target sequence (P43220 whole entry, looked up): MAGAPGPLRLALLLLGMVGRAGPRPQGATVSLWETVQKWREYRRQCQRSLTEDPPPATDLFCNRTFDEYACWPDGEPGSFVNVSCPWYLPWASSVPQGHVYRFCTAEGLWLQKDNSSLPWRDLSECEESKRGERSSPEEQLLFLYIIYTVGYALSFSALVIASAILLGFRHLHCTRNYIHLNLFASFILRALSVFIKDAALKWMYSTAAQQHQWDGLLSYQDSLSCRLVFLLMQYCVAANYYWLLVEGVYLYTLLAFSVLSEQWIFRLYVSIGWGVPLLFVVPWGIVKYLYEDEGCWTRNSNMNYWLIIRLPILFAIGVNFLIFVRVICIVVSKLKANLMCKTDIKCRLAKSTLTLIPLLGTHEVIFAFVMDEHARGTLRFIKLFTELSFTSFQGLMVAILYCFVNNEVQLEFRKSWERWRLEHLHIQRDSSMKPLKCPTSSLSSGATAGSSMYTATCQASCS
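Using stably transfected HEK293 (constitutively active GLP-1R, cAMP-luciferase reporter), compounds were incubated 24 hr and luciferase measured by luminescence.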
pAkt inh: blocks phosphorylation of Akt. Neuro2A IGF-stimulated pAkt S473 HTRF, 20 min; active compounds read low. 0.32% of 360,000 active. activity change, % for hits at 50 µM; in the data active = activity change below about -80%; inconclusive = mostly about -51% to -80%; note: % is set by controls: 0 for no effect and ±100 for the full control effect
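Neuro2A cells (4,500/well, DMEM with 0.5% FBS) were treated with compound at a single 50 µM final concentration, stimulated with 6 nM IGF for 20 min at 37 °C, and lysed. Phospho-Akt Ser473 was read by HTRF as 665/615 ratio ×10^4.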
Abeta rescue: compounds reversing amyloid beta toxicity in yeast | yeast expressing A-beta42, growth rescue, OD600, 48 h; response scale: 0% DMSO, 100% iron-clioquinol control | Potency, µM (top dose mostly 46.1 µM), without a hit: at the top dose growth rescue, hits mostly activators | AID 1347071 | 0.063% of 410,000 active; note: potency is the fitted concentration of half-maximal effect; nearly all actives have a fitted effect of over 55% in size
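Yeast A-beta toxicity model in growth medium with pinned compounds, 48 h at 30 C; growth read as absorbance at 600 nm. Normalized to FeCl3/clioquinol equimolar mix (positive) and DMSO (negative).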
TDP43 rescue: TDP-43 toxicity inhibition in yeast | Potency, µM (titrated, usually from 46.1 µM), inactives show at the top dose growth rescue (activation), most hits filed as activators | TDP-43 expressing yeast growth rescue, BacTiter-Glo, 24 h | 1.8% of 410,000 active; note: potency is the fitted concentration of half-maximal effect; % of control where 0% means no effect; nearly all actives have a fitted effect of over 50% in size
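Yeast cells expressing TDP-43 under galactose induction are exposed to compounds for 24 hr at 30 deg C. BacTiter-Glo luminescence measures growth, so protective compounds score as activators.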
PTHR1 agonist: PTHR1 (human) receptor agonism. HEK293 GP2 PTHR1 cells, GloSensor cAMP luminescence, 1 h. Potency, µM (doses to about 115 µM), for the others: at the highest dose activation, usual class: activators. 0.075% of 410,000 active; note: potency is the fitted concentration of half-maximal effect; nearly all actives have a fitted effect of over 55% in size; some results filed as inactive show a strong effect at the top dose; inactives centre near -15; many of its hits are not listed in these tables
Target sequence (Q03431 whole entry, looked up): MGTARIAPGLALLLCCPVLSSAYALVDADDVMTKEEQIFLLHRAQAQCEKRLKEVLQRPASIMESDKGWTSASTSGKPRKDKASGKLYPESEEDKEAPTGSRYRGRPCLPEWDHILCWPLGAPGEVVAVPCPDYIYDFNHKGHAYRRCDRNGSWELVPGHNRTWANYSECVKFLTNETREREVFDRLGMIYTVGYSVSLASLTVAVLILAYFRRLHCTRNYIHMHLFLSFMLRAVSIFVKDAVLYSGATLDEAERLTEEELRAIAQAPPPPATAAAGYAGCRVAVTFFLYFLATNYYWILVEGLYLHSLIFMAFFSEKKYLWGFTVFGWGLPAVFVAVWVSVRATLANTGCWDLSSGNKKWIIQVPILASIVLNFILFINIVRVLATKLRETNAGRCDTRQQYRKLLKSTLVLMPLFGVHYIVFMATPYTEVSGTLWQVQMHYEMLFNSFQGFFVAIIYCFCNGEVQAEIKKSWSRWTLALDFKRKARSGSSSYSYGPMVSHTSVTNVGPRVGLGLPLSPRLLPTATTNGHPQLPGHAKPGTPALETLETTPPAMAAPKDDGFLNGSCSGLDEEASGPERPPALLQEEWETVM
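HEK-293-derived GP2 cells expressing PTHR1 and a GloSensor cAMP reporter, 3,000/well, plated overnight, given luciferin plus IBMX (each 0.5 mM as added) for 1 h at 37 °C, then compound for 1 h at 37 °C. Luminescence was read after 15 min at room temperature.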
MmCpn inh: blocks the Methanococcus maripaludis chaperonin Mm-Cpn; purified Mm-Cpn ATPase, ADP Transcreener TR-FRET; Potency, µM (series often up to 76.9 µM), for inactives: top-dose activity, negative = inhibition, usual class: inhibitors; 0.031% of 330,000 active; AID 504842; note: potency is the fitted concentration of half-maximal effect; % is set by controls: 0 for no effect and ±100 for the full control effect; nearly all actives have a fitted effect of over 80% in size
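Compound-treated chaperonin, 25 nM final, turns over 10 uM ATP at 37°C for 30 min following a 10 min preincubation; ADP generated competes with ADP-d2 for Eu-cryptate antibody, lowering FRET.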
Numbers without * were called inactive; i = inactive; ? = inconclusive; . = no result given; & = joins results of further samples; [ ] = another dose, or the depositor's remark. Unless noted, calls come from the whole dose curve; as a rule, active = well fitted curve in the direction sought with a large enough effect; inconclusive = small, poorly fitted or top-dose-only effect, or another doubt; inactive = no such curve, though single readings can be large; an effect the other way counts as inactive or inconclusive. A portion of the library, so the mix of outcomes need not match the whole.

mol,FUS yeast rescue,aSyn rescue,HEK293 tox,GLP-1R inv ag,pAkt inh,Abeta rescue,TDP43 rescue,PTHR1 agonist,MmCpn inh
O=C(Nc1ccc(Cl)c(Cl)c1)Nn1cnnc1,21%,0%,-13%,-25%,i,-17%,.,i,1%
COc1ccc(C(=O)NCc2nnc(SCC(=O)Nc3nnc(C)s3)o2)cc1OC,-12%,-8%,1%,0%,i,0%,10%,-21%,1%
CCc1ccc(N(C(=O)c2ccco2)C(C(=O)NC2CCCC2)c2ccncc2)cc1 (stereo not drawn),3%,-4%,21%,6%,i,-4%,2%,-50%[inhibitor],1%
CC1(C(=O)N2CCN(c3ccc([N+](=O)[O-])cc3)CC2)CC1(Cl)Cl (stereo not drawn),17%,-3%,?,-20%,i,-12%,11µM*,-90%[inhibitor],0%
CCn1c(=O)c(C(=O)CN(C)CC(=O)Nc2ccccc2Br)c(N)n(Cc2ccccc2)c1=O,26%,1%,-1%,?,i,-10%,2%,i,0%
CCc1cccc(NC(=O)COC(=O)CSc2ccc(C)cc2)c1,-21%,?,5%,-3%,i,2%,-2%,6%,.
Cc1c(O)c(S(=O)c2ccccc2)c(=O)n(-c2ccccc2)c1-c1ccccc1 (stereo not drawn),.,5%,-16%,-6%,i,-21%,?,-6%,1%
CCCCC(=O)Nc1nnc(SCc2cc(=O)n3cc(C)ccc3n2)s1,4%,.,-2%,2%,.,-8%,0%,i,.
Cc1ccc2c(c1)C(c1ccncc1)=NNC(c1cccnc1)=N2,22%,2%,1%,11%,i,-12%,-4%,i,-11%
Cc1ccc2c(CSc3nnc(C4CC4)n3N)cc(=O)oc2c1C,30%,9%,3%,0%,i,-2%,-9%,-41%[inhibitor],-2%
O=C(c1cc2ccccc2oc1=O)N(c1ccccc1)C1C=CS(=O)(=O)C1 (stereo not drawn),.,6%,-18%,2%,i,3%,31%,i,4%
CCc1sc(N)nc1-c1ccccc1,1%,-5%,0%,4%,i,9%,16%,i,1%
Cc1cc(C(=O)Nc2sc(C)c(C)c2C#N)no1,0%,-5%,-17%,-8%,i,-10%,-1%,-5%[57.5 µM],1%
O=c1[nH][nH]c2c1[C@H](c1ccc(F)cc1)O[C@H](C1CCCCC1)C2,?,1%,4%,2.8µM*,i,19%,32µM*,-12%,.
COc1cc(C2C(C#N)=C(N)N(N(C)C)C3=C2C(=O)CCC3)cc(OC)c1OC (stereo not drawn),9%,-11%,-14%,-14%,i,6%,-10%,i,0%

A draw from above in order of formula weight, falling:
mol,FUS yeast rescue,aSyn rescue,HEK293 tox,GLP-1R inv ag,pAkt inh,Abeta rescue,TDP43 rescue,PTHR1 agonist,MmCpn inh
CCn1c(=O)c(C(=O)CN(C)CC(=O)Nc2ccccc2Br)c(N)n(Cc2ccccc2)c1=O,26%,1%,-1%,?,i,-10%,2%,i,0%
CCc1ccc(N(C(=O)c2ccco2)C(C(=O)NC2CCCC2)c2ccncc2)cc1 (stereo not drawn),3%,-4%,21%,6%,i,-4%,2%,-50%[inhibitor],1%
COc1cc(C2C(C#N)=C(N)N(N(C)C)C3=C2C(=O)CCC3)cc(OC)c1OC (stereo not drawn),9%,-11%,-14%,-14%,i,6%,-10%,i,0%
CCCCC(=O)Nc1nnc(SCc2cc(=O)n3cc(C)ccc3n2)s1,4%,.,-2%,2%,.,-8%,0%,i,.
O=C(c1cc2ccccc2oc1=O)N(c1ccccc1)C1C=CS(=O)(=O)C1 (stereo not drawn),.,6%,-18%,2%,i,3%,31%,i,4%
CCc1cccc(NC(=O)COC(=O)CSc2ccc(C)cc2)c1,-21%,?,5%,-3%,i,2%,-2%,6%,.
Cc1ccc2c(CSc3nnc(C4CC4)n3N)cc(=O)oc2c1C,30%,9%,3%,0%,i,-2%,-9%,-41%[inhibitor],-2%
O=c1[nH][nH]c2c1[C@H](c1ccc(F)cc1)O[C@H](C1CCCCC1)C2,?,1%,4%,2.8µM*,i,19%,32µM*,-12%,.
Cc1ccc2c(c1)C(c1ccncc1)=NNC(c1cccnc1)=N2,22%,2%,1%,11%,i,-12%,-4%,i,-11%
Cc1cc(C(=O)Nc2sc(C)c(C)c2C#N)no1,0%,-5%,-17%,-8%,i,-10%,-1%,-5%[57.5 µM],1%

(list continues)
mol,FUS yeast rescue,aSyn rescue,HEK293 tox,GLP-1R inv ag,pAkt inh,Abeta rescue,TDP43 rescue,PTHR1 agonist,MmCpn inh
CC(N=c1ccccn1C(=O)Nc1ccc(Cl)cc1)c1ccco1 (stereo not drawn),-4%,-11%,-10%,?,i,-2%,-2%,i,1%
CCN(CC)S(=O)(=O)c1ccc(C(=O)N2CCCCC2)cc1,-9%,.,-2%,-3%,.,11%,-5%,-27%,-3%
N#Cc1c2c(c(NCc3cccnc3)n3c1nc1ccccc13)CCC2,14%,-3%,131%[activator],42%[activator],i,-3%,-4%,-39%[inhibitor],-4%
CCOC(=O)c1c(NC(=S)N2CCOCC2)sc(C)c1C,10%,-12%,1%,8%,i,-29%,-15%,-52%[inhibitor],-13%
COc1ccc(CCC(=O)OCC(=O)Nc2ccc(C)c(S(=O)(=O)N(C)C)c2)cc1,.,5%,-3%,1%,i,0%,-16%,-14%,0%
COc1ccc(OC)c(-c2nc(Nc3ccccc3C)sc2CC(=O)O)c1,?,.,-14%,0%,.,-5%,7%,15%,.
CC(=O)Nc1cc2c(cc1NC(=O)Cn1nc(-c3ccc(F)cc3)ccc1=O)OCCO2,2%,0%,15%,1%,i,-17%,-5%,i,-1%
COCCN1C[C@@H](CO)O[C@@H](n2cnc3c(NCc4ccco4)ncnc32)C1,-20%,0%,-2%,22%,i,-3%,0%,-24%,.
CCCNC(=O)CN1C(=O)NC(CCSC)C1=O (stereo not drawn),-22%,-6%,-8%,16%,i,6%,-17%,i,-4%
Cc1nc(SCC(=O)N(C)C2CCCCC2)[nH]c(=O)c1Cc1ccccc1,13%,4%,-8%,0%,i,18%,0%,?,1%
CCOC(=O)N1CCc2c(sc3c2c(=O)n(Cc2ccccc2)c(=O)n3CC(=O)Nc2ccc(C)c(C)c2)C1,-3%,.,1%,9%,.,11%,13%,-8%,.
CC(CC(=O)N1CCN(S(=O)(=O)c2ccc(Cl)cc2)CC1)n1cncn1 (stereo not drawn),-32%,-4%,-1%,6%,i,-6%,12%,-22%,0%
COC(=O)c1[nH]c2ccc(F)cc2c1NC(=O)Nc1ccc(OC)cc1,-13%,-14%,-15%,2%,i,22%,16%,-4%,-1%
CC1=NOC(=O)/C1=C/c1ccc(O)c(Br)c1,-11%,-2%,-3%,0%,i,-1%,?,-35%[inhibitor],2%
O=C1C(Cl)=C(NCCc2ccccc2)C(=O)c2ccccc21,-4%,-83%[inhibitor],67%[activator],?,i,-94%[inhibitor],-4%,-7%,.

(listing goes on)
mol,FUS yeast rescue,aSyn rescue,HEK293 tox,GLP-1R inv ag,pAkt inh,Abeta rescue,TDP43 rescue,PTHR1 agonist,MmCpn inh
CCCc1ccc(OCc2nc(-c3ccc(NC(=O)c4cccs4)cc3)no2)cc1,.,-7%,?,1%,i,3%,3%,i,-4%
O=C(Nc1cccc([N+](=O)[O-])c1)c1ccc2nsnc2c1,17%,1%,-15%,-3%,i,8%,-2%,-2%,1%
O=C(NNC(=O)C12CC3CC(CC(C3)C1)C2)[C@@H]1C[C@H]1c1ccccc1,9%,11%,9%,-34%,i,-2%,-4%,i,-4%
Cc1ccc(-n2c(C)c(C)c3c(N)ncnc32)cc1,18%,2%,2%,2%,i,-22%,-26%,i,-1%
COC(=O)CN(C#N)c1nc(NCc2ccccc2)nc(OC)n1,-12%,-2%,-17%,-3%,i,-6%,-2%,-26%,1%
COc1ccccc1N1CC(C(=O)Nc2ccc(S(=O)(=O)N3CCOCC3)cc2)CC1=O (stereo not drawn),40%,2%,-2%,17%,i,19%,13%,i,0%
Cc1cccc(CSc2ncccc2C(=O)O)c1,6%&13%,0%,5%,11%&11%,i,21%&20%,?,-18%,3%
O=S(=O)(Nc1ccc(Cl)nn1)c1ccccc1,-9%,-2%,1%,-7%,i,-4%,-8%,i,0%
CC1CCc2c(nc3ncnn3c2N2CCN(c3ccccc3F)CC2)C1 (stereo not drawn),2%,3%,-7%,16%,i,4%,10%,i,0%
CCOC(=O)C(C#N)=C1CCC=C(C)C1,-11%,-4%,5%,13%,i,-15%,9%,i,.
Cc1cccc(Cc2c(C)nc3nc(SCc4ccccc4C)nn3c2C)c1,21%,.,-5%,?,.,-8%,-15%,-50%[inhibitor],.
CCN(CC)c1ccc(/C=C(/C#N)C(=O)NCc2ccccc2)o1,.,21%,4%,0%,i,-10%,24%,-10%,-4%
CC(=O)Oc1ccc(Cl)cc1/C=C/c1ccc2ccccc2n1,29%,-5%,-16%,-19%,i,-80%[inhibitor],?,-26%,-1%
